Bioassay records as filed in PubChem BioAssay.
Dynein transport = blocks dynein driven cargo transport along microtubules | 3617.4 mouse cells, GR-EGFP nuclear translocation imaging; test concentration mostly 20 µM; stimulated with dexamethasone, 1 µM; hits give low values | z-score, hits read low | 220,000 compounds, 0.47% hits | AID 1381;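 active = plate z-score of nuclear minus cytoplasmic receptor signal below a set negative limit, without overly bright fluorescence or cell loss, cut at about -3.5 in these data, passing the limit was not always enough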;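 note: z-score of nuclear minus cytoplasmic ring GR-EGFP intensity difference per well; some compounds called inactive have numbers as strong as hits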
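Also added – dexamethasone, 1.0 µM final · Buffer or medium – tet-free, stripped-serum medium · Schedule – induction 48 h, compound 1 h, agonist 30 min · Detection – formaldehyde fixation, Hoechst nuclear stain, 10x automated fluorescence imaging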
Autophagy HCS = alters autophagy in cells | calls only at 10 µM (by protocol) | 190,000 compounds, 0.98% hits | AID 463193 | MEF GFP-LC3 puncta imaging; test concentration mostly 10 µM;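 active = percentage of spot-positive cells more than 3 SD above its plate mean, without a fluorescence outlier flag or 80% toxicity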;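 note: spot-positive cell cutoff set from DMSO-treated cells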
bCat nuc transl = alters nuclear translocation of beta-catenin in HeLa cells; 190,000 compounds, 0.3% hits; immunofluorescence imaging; nuclear translocation activity, % at 5 µM; AID 1665;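 active = nuclear translocation activity above 50% at 5 µM, with a well cell count of 50 or more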;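 note: per-cell ratio of nuclear to cytoplasmic median beta-catenin stain intensity; plate controls were DMSO negative control for no effect and GSK-3 inhibitor IX positive control for full effect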
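Test system: HeLa cells, endogenous beta-catenin; Compound: single 5 µM dose plus 0.02–20 µM confirmation series; Times: compound exposure 24 h at 37°C; Signal: fluorescence imaging of beta-catenin antibody stain plus DAPI; Read-out: % activation, nuclear-to-cytoplasmic median beta-catenin signal ratio per cell.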
MT stabilizer = microtubule stabilizers in HeLa cells. HeLa tubulin immunostaining HCS, 24 h; share of cells brighter than vehicle mean+2SD. % tubulin-high responders, % at 10 µM. 200,000 compounds, 0.83% hits. AID 2205;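 active = plate Z-score above 3 for both tubulin-high and condensed-nucleus cell shares, with cell loss under 80%, at 10 µM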;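 note: anti alpha tubulin signal scored within the nucleus-defined area of each cell; some results filed as inactive read as strong as hits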
AID2073 = disruptors of CaV2.2 binding to Mint1 – biochemical, HTRF (AID 2073); HTRF protein-protein interaction, Mint1-CaV2.2; higher % means a stronger effect; one-dose inhibition, % at 20 µM; IC50 in µM for titrated hits; 290,000 compounds, 0.19% hits; in the data active = inhibition mostly above about 51%, no sharp cut-off; note: some results filed as inactive read as strong as hits
HIV peptide binding = cell-free HIV fusion peptide-binding blockers – biochemical, uHTS, fluorescence dequenching, primary screen (AID 1986). cell-free peptide binding, fluorescence dequenching, 30 min; higher % means a stronger effect. one-dose inhibition, % at 20 µM; IC50 in µM for titrated hits. 290,000 compounds, 0.3% hits; in the data active = inhibition mostly above about 52%, no sharp cut-off; inactive = mostly below about 76%; note: some results filed as inactive read as strong as hits
Yfh1-off respiration = enhancers of respiration in Yfh1-depleted yeast, dose response, Friedreich's ataxia, plus single-dose screen (AID 1465). S. cerevisiae Yfh1-off respiration, WST-1 reduction, 72 h; higher fold induction means a stronger effect. 220,000 compounds, 0.074% hits. fold induction at 50 µM, or EC50 in µM where a hit was titrated;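 active = fold induction of absorbance versus untreated yeast above a set limit, then at least 30% activation at any dose in follow-up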;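 note: activators that raise dye reduction in frataxin-depleted yeast; strong numbers were not always called active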
Insulin prom up = MIN6 insulin promoter up-regulation; MIN6 insulin promoter-GFP reporter, high-content imaging; hits give high values; z-score at 5 µM; 190,000 compounds, 0.3% hits; AID 1625;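 active = z-score above 3 at 5 µM with at least 500 cells counted in the well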
WT yeast gro inh = growth inhibition of WT yeast, mitochondrial fusion screen; inhibition, % at 10 µM; AID 1362; mitochondrial fusion phenotypic screen, WT strain; 190,000 compounds, 2.1% hits; in the data active = inhibition above about 58%; tested in S. cerevisiae
WT yeast gro inh mutant strain = further read-out of WT yeast gro inh, marked with its call; inhibition, %; mitochondrial fusion phenotypic screen, mutant strain inhibition
Dynein transport cytoplasmic EGFP = second read-out of Dynein transport, no call of its own (marks repeat the call); z-score; measured here: cytoplasmic GR-EGFP intensity; hits give high values
Dynein transport nuclear GR-EGFP = further read-out of Dynein transport, marked with its call; z-score; measured here: nuclear GR-EGFP intensity;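 lower value marks the stronger effect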
Dynein transport cell count = further read-out of Dynein transport, marked with its call; z-score; measured here: cell count per field
Insulin prom up cell count = further read-out of Insulin prom up, marked with its call; cell count; measured here: cytotoxicity, nuclei count;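 total cells summed across four imaged fields per well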
bCat nuc transl cell count 5 µM = recorded beside bCat nuc transl, whose call it bears; cell count; measured here: cell count, cytotoxicity flag
MT stabilizer Hoechst-high % = recorded beside MT stabilizer, whose call it bears; % Hoechst-high responders; measured here: nuclear condensation Hoechst responders;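 share of cells brighter than vehicle mean plus two SD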
MT stabilizer cytotoxicity % = also measured in MT stabilizer; calls as there; toxicity, %; measured here: cytotoxicity by cell density;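 0% = mean cell density of plate MIN control wells and 100% = no cells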
Autophagy HCS cell loss 18 h = further read-out of Autophagy HCS, marked with its call; toxicity, %; measured here: cell loss, nuclei count;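 cell loss after 18 h compound exposure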
The depositor's hits bear a star; i = inactive; nt = no result given.

SMILES | Dynein transport | Dynein transport cytoplasmic EGFP | Dynein transport nuclear GR-EGFP | Dynein transport cell count | Autophagy HCS | Autophagy HCS cell loss 18 h | bCat nuc transl | bCat nuc transl cell count 5 µM | MT stabilizer | MT stabilizer Hoechst-high % | MT stabilizer cytotoxicity % | AID2073 | HIV peptide binding | Yfh1-off respiration | Insulin prom up | Insulin prom up cell count | WT yeast gro inh | WT yeast gro inh mutant strain
Cn1c(O)c(C=NCC2CCNCC2)c(=O)n(C)c1=O | 0.75 | -0.078 | 0.42 | 0.53 | i | -4 | 2.2 | 1194 | 2.3 | 2.8 | 7.5 | 13% | -0.6% | i | 0.36 | 1287 | -2 | 0
Cc1cc(O)cc(O[C@H]2OC(CO)[C@H](O)[C@@H](O)[C@H]2O)c1 (stereo partly drawn) | 0.82 | -0.25 | 0.69 | -0.027 | i | -53 | 0.1 | 490 | 2.5 | 3.2 | 5.2 | -5% | 3.0% | i | -0.57 | 809 | 6 | -7
CC(/C=C1\SC(=S)N(NC(=O)c2ccc(O)cc2)C1=O)=C\c1ccccc1 | 0.093 | -0.18 | 0.1 | 0.37 | i | 14 | 8.3 | 505 | 2.5 | 3.0 | 14 | -9% | 8.3% | i | 0.2 | 1232 | 90* | 87*
O=C(Nc1cnccn1)Nc1ccc(Cl)cc1Cl | -0.58 | -0.015 | -0.14 | 0.21 | i | -1 | 1.8 | 867 | 4.6 | 3.0 | 8.8 | 21% | 2.7% | i | -0.64 | 1234 | 0 | 21
COC(=O)/C=C1\NCCNC1=O | 0.0088 | 0.0017 | -0.051 | 0.69 | nt | nt | -3.5 | 1022 | nt | nt | nt | 6% | -1.4% | i | 0.56 | 1390 | nt | nt
CCC1(C)Cc2ccccc2-c2nc(NCCCO)[nH]c(=O)c21 (stereo not drawn) | -0.3 | 0.086 | -0.13 | 0.28 | nt | nt | 2.7 | 1280 | nt | nt | nt | 28% | 0.6% | i | 0.57 | 1230 | nt | nt
Cc1cc(C)n(C(=O)c2c([N+](=O)[O-])c(C)nn2C)n1 | 0.45 | -0.25 | 0.031 | 0.5 | i | -2 | 0.3 | 1142 | 2.5 | 1.5 | 1.1 | -9% | -3.4% | i | 0.16 | 1283 | 1 | -7
CCOc1ccc(Oc2ccc(Cl)cc2N)cc1 | -0.35 | -0.23 | -0.098 | 0.76 | i | 15 | -3.4 | 1110 | 2.1 | 1.7 | 2.4 | -4% | -0.6% | i | -0.3 | 1342 | 29 | 3
COCn1c(-c2ccc(OC)cc2)nc2ccccc21 | 1.3 | -0.25 | 0.062 | -0.79 | i | 1 | 3.0 | 999 | 4.4 | 1.7 | 6.4 | 12% | 0.1% | i | 0.07 | 1080 | 16 | 16
CC1=C(C#N)C(c2ccccc2)C2=C(N1)c1ccccc1C2=O (stereo not drawn) | -0.79 | -0.084 | 0.13 | 0.83 | i | 38 | -4.2 | 540 | 24* | 34* | 67* | 8% | 0.0% | i | 0.08 | 1173 | -12 | -10
O=C(COC(=O)CCc1nc2ccccc2s1)Nc1cccc(S(=O)(=O)N2CCOCC2)c1 | 2.4 | 0.08 | 1.8 | -0.95 | i | -12 | nt | nt | 2.0 | 0.5 | 9.2 | -7% | 0.7% | i | 0.09 | 939 | 3 | 1
Cc1ccc(NC(=S)N/N=C2\CCCCC2C)cc1 (stereo not drawn) | -2.1 | -0.2 | -0.53 | 1.1 | i | -8 | -1.0 | 1109 | 3.7 | 3.0 | 5.9 | -13% | -0.7% | i | 0.09 | 1352 | 30 | 28
Cc1nn(CCC(=O)NNC(=S)Nc2ccc(Cl)cc2)c(C)c1[N+](=O)[O-] | 1.7 | -0.14 | 0.54 | -1.8 | i | 1 | -6.3 | 1163 | 4.8 | 3.1 | 6.2 | -24% | 0.1% | i | nt | nt | -3 | -7
CC(Oc1ccc(Cl)cc1Cl)C(=O)NCCCN1CCOCC1 (stereo not drawn) | 0.094 | -0.17 | 0.29 | 0.027 | i | 12 | nt | nt | 6.4 | 2.5 | 3.1 | -5% | -0.6% | i | 0.22 | 843 | 14 | 18
CCc1ccc(NC(=O)C[n+]2cc(-c3ccc(C)cc3)n3c2CCC3)cc1 | 1.3 | -0.13 | 0.54 | -1.5 | nt | nt | -0.1 | 1331 | nt | nt | nt | 4% | -1.1% | i | -1.3 | 794 | nt | nt
COc1ccc(-n2nc3c(c2NC(=O)C2CCCC2)CS(=O)C3)cc1 (stereo not drawn) | -0.75 | -0.082 | -0.4 | 0.13 | i | -1 | 1.3 | 1098 | 4.9 | 2.4 | 5.8 | 1% | 1.4% | i | 0.37 | 880 | 1 | 0
Cc1ccc(C(=O)NNC(=O)C2CCN(Cc3ccc(Cl)c(Cl)c3)CC2)cc1 | 0.043 | -0.2 | -0.28 | -0.52 | i | -4 | -1.0 | 962 | 4.2 | 2.2 | 4.6 | 5% | 55% | i | -0.18 | 1214 | 7 | 1
Cc1c(NC(=O)CSc2nnc3sc4ccccc4n23)c(=O)n(-c2ccccc2)n1C | -0.4 | -0.16 | 0.29 | -0.62 | i | -7 | -1.0 | 1078 | 2.5 | 2.4 | 26 | -12% | -0.9% | i | -0.24 | 1243 | -7 | -11
Cc1cc(C)cc(NC(=O)C(OC(=O)c2ccc([N+](=O)[O-])o2)c2ccccc2)c1 (stereo not drawn) | 0.57 | 0.044 | 1.2 | -1.1 | i | -3 | -1.9 | 572 | 1.8 | 1.6 | 8.3 | 5% | 2.7% | i | -0.09 | 1374 | 53 | 19
COc1cc(/C=N/NC(=O)c2ccc3ccccc3c2)ccc1Oc1ccc([N+](=O)[O-])cn1 | 0.65 | -0.21 | 0.57 | -0.92 | i | -2 | -5.3 | 1172 | 3.4 | 2.0 | 2.1 | 37% | 0.9% | i | 0.47 | 1536 | 12 | 6
CCOC(=O)CSc1nc(N)c2c3c(sc2n1)CCCC3 | -0.71 | 0.034 | -0.39 | 0.47 | i | -4 | nt | nt | 1.7 | 0.8 | 4.4 | -9% | -1.0% | i | 0.23 | 988 | -4 | -10
Cc1nc2ccc(NC(=O)c3ccc4ccccc4n3)cc2s1 | 1.3 | -0.071 | 0.82 | -1.5 | i | 21 | -1.7 | 1048 | 3.2 | 2.3 | 6.8 | -7% | -2.5% | i | 2 | 1081 | -1 | -13
CCCCC/C=N\NC(=O)Cc1ccc([N+](=O)[O-])cc1 | -0.22 | 0.042 | 0.0032 | -1.2 | i | 5 | 0.5 | 1080 | 2.9 | 1.7 | 7.7 | 7% | 0.2% | i | -0.13 | 1498 | -4 | 5
O=C(c1ccc2c(c1)OCO2)C1CCCN(Cc2cc(F)ccc2-n2cccn2)C1 (stereo not drawn) | -1.3 | -0.28 | -0.51 | 0.6 | i | -3 | -0.9 | 1011 | 1.7 | 0.8 | 1.1 | -4% | -0.5% | i | -0.48 | 1435 | 13 | -9
CC(=C/c1ccccc1)/C=N/NC(=O)c1ccc2nc[nH]c2c1 | 1.5 | -0.11 | 0.99 | -1.3 | i | -16 | -2.0 | 544 | 1.7 | 2.2 | 6.4 | -3% | 2.1% | i | -0.06 | 1367 | 4 | 20
O=c1cc(COc2ccccc2[N+](=O)[O-])nc2sccn12 | -0.83 | -0.28 | -0.41 | 1.3 | nt | nt | -1.2 | 1006 | nt | nt | nt | 19% | -1.3% | i | 0.11 | 1467 | nt | nt
CC(C)c1ccc(NC(=S)NNc2ccc(Cl)c(C(=O)O)c2)cc1 | 0.35 | -0.15 | 1.2 | -2.3 | nt | nt | -0.4 | 1290 | nt | nt | nt | -30% | 6.0% | i | 0.51 | 967 | nt | nt
CCCCNCc1cc(OC)c(OCC(N)=O)cc1Br | -0.99 | -0.25 | -0.49 | -0.033 | i | -1 | 2.4 | 937 | 2.4 | 1.6 | 9.7 | 14% | 1.6% | i | 0.48 | 1177 | -18 | 5
CCOc1ccccc1NC(=O)CC1NCCNC1=O (stereo not drawn) | 1.2 | -0.36 | 0.62 | -0.72 | i | 3 | -1.9 | 1371 | 3.2 | 1.6 | 0.3 | 3% | -1.7% | i | -0.59 | 1689 | -17 | -4
O=S(=O)(c1ccccc1)c1nc(-c2ccco2)oc1NCCCN1CCOCC1 | -0.45 | -0.25 | -0.33 | -0.54 | i | -2 | -0.9 | 1001 | 2.1 | 2.1 | 7.5 | -11% | -3.9% | i | nt | nt | -4 | 15
O=S(=O)(/N=C(/c1ccccc1Cl)N1CCOCC1)c1ccccc1 | 0.97 | -0.25 | 1.1 | 0.35 | i | 11 | -0.5 | 1334 | 1.8 | 2.2 | 9.1 | 19% | 2.0% | i | 1.5 | 1494 | -10 | 8
CCc1ccc(C2NC(=S)NC3=C2C(=O)CCC3)cc1 (stereo not drawn) | 0.73 | -0.0054 | 0.46 | -0.12 | i | 9 | 0.1 | 1012 | 4.5 | 2.2 | 7.3 | 20% | -2.9% | i | -0.95 | 1514 | -9 | -12

Exported with values under each structure: entries from further up
Value order: Dynein transport	Dynein transport cytoplasmic EGFP	Dynein transport nuclear GR-EGFP	Dynein transport cell count	Autophagy HCS	Autophagy HCS cell loss 18 h	bCat nuc transl	bCat nuc transl cell count 5 µM	MT stabilizer	MT stabilizer Hoechst-high %	MT stabilizer cytotoxicity %	AID2073	HIV peptide binding	Yfh1-off respiration	Insulin prom up	Insulin prom up cell count	WT yeast gro inh	WT yeast gro inh mutant strain
> CCOc1ccccc1NC(=O)CC1NCCNC1=O (stereo not drawn)
 : 1.2	-0.36	0.62	-0.72	i	3	-1.9	1371	3.2	1.6	0.3	3%	-1.7%	i	-0.59	1689	-17	-4
> O=S(=O)(c1ccccc1)c1nc(-c2ccco2)oc1NCCCN1CCOCC1
 : -0.45	-0.25	-0.33	-0.54	i	-2	-0.9	1001	2.1	2.1	7.5	-11%	-3.9%	i	nt	nt	-4	15
